RBX1-CUL1 inh – human ROC1-CUL1 E3 ligase inhibition; in vitro K48 di-Ub FRET, acceptor:donor ratio, 45 min; AID 1347404; inhibition, % at 10 µM; hit rate 0.6% among 140,000; in the data active means inhibition above about 25%
Target sequence (P62877 whole entry, looked up): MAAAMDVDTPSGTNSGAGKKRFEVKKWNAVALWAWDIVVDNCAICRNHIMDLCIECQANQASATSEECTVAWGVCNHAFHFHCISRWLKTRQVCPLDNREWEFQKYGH
Target sequence (Q13616 whole entry, looked up): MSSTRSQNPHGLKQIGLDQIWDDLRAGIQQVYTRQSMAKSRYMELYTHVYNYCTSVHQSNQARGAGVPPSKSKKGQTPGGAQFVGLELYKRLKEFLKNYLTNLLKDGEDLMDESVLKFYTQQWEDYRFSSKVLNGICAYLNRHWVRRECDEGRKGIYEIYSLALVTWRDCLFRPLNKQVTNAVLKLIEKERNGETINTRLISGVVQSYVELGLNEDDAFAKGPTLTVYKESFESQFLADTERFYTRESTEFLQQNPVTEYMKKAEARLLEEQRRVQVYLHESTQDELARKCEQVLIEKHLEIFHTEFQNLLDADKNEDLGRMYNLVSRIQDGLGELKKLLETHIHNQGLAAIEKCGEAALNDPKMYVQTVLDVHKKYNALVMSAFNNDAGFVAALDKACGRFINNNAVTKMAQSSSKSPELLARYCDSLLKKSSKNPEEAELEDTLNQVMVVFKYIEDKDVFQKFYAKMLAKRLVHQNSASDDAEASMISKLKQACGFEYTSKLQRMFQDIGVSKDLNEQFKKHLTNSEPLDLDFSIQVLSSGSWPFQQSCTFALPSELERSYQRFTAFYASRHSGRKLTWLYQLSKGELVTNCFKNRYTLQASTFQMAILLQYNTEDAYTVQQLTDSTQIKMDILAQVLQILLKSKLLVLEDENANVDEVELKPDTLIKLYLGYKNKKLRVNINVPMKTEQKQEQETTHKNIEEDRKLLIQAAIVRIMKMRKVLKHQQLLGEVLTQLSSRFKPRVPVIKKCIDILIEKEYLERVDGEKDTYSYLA
Starred values were filed as active, the others as inactive. An excerpt (hit frequency here may not be typical).

For Cc1ccccc1Oc1ncccc1CNC(=O)CCc1cnccn1 the results were RBX1-CUL1 inh 0.5.
O=C1c2ccccc2NC(c2ccc3c(c2)OCO3)N1c1ccc(F)cc1 (stereo unspecified) was read as RBX1-CUL1 inh -9.2.
For NS(=O)(=O)c1ccc(-n2cccc2/C=C2/C(=O)NN(c3ccccc3)C2=O)cc1 the results were RBX1-CUL1 inh -1.2.
`CCc1ccc(/C=C(\C#N)C(=O)NC2CC2)s1` gave RBX1-CUL1 inh 8.6.
`CN(c1ccccc1)S(=O)(=O)c1cccs1` gave RBX1-CUL1 inh 13.3.
CCCn1nnnc1NC(=O)NC(C)Cn1cncn1 (stereo unspecified) was read as RBX1-CUL1 inh 1.4.
`Cc1cccc(Oc2nc3c(c(=O)n(C)c(=O)n3C)n2Cc2ccccc2)c1C` gave RBX1-CUL1 inh 8.8.
Screening CC(C)C1Cc2c(sc(N)c2C#N)CO1 (stereo unspecified) returned RBX1-CUL1 inh 2.4.
`COc1ccc(N2CCN(Cc3nc4c(c(=O)[nH]c(=O)n4C)n3Cc3ccccc3C)CC2)cc1` gave RBX1-CUL1 inh 0.7.
`CCOc1cc(/C=N\NC(=O)COc2ccc(C)cc2)ccc1OC(=O)c1ccc(F)cc1` gave RBX1-CUL1 inh 6.3.
`O=c1[nH]c(CN2CCOCC2)nc2ccccc12` gave RBX1-CUL1 inh -4.0.
Cc1cccc(C(=O)NC(c2nnc(SCC(=O)Nc3c(C)cccc3C)n2C)C(C)C)c1 (stereo unspecified) was read as RBX1-CUL1 inh -0.3.
`CCCc1nn2c(-c3ccccc3)nnc2s1` gave RBX1-CUL1 inh 5.8.
For Cc1ccc2nc(COc3ccccc3NC(=O)c3ccccc3C)cc(=O)n2c1 the results were RBX1-CUL1 inh -3.9.
For Cc1ccc(C)c(N2CCN(S(=O)(=O)c3ccc(-c4cc(C(F)(F)F)on4)s3)CC2)c1 the results were RBX1-CUL1 inh 2.4.
O=C1NN(c2ccccc2)C(=O)/C1=C/c1cc(Br)ccc1OCCCOc1ccc(Cl)cc1 was read as RBX1-CUL1 inh 18.1.
For O=C(Nc1ccccc1N1CCOC1=O)c1ccc(C2CCCN2)s1 (stereo unspecified) the results were RBX1-CUL1 inh 7.4.
Cc1cc(NC(=O)c2ccc3c(c2)N(Cc2cccc(Cl)c2)C(=O)c2ccccc2S3(=O)=O)ccc1Br was read as RBX1-CUL1 inh -4.3.
Screening Cc1ccc(-c2cc(C(=O)NCc3ccccn3)c3ccccc3n2)o1 returned RBX1-CUL1 inh 3.7.
For Cc1ccc(-n2nc(C)c3c(C)cc(=O)n(CC(=O)NC(C)c4ccccc4)c32)cc1 (stereo unspecified) the results were RBX1-CUL1 inh -5.0.
CCCC(=O)Nc1cccc(-c2nc3cc(C)c(C)cc3o2)c1C was read as RBX1-CUL1 inh -7.1.
Cc1ccccc1CN1C(=O)c2ccccc2S(=O)c2ccc(C(=O)NCc3ccc4c(c3)OCO4)cc21 (stereo unspecified) was read as RBX1-CUL1 inh 7.1.
For COC(=O)[C@@H]1CS(=O)(=O)CN1S(C)(=O)=O the results were RBX1-CUL1 inh 9.1.
`COc1ccc(CC2(CCC(=O)N3CCC(Cc4ccccc4)CC3)CCC(=O)N2)c(F)c1` (stereo unspecified) gave RBX1-CUL1 inh -3.9.
COc1ccc(NC(=O)COc2ccc(/C=C3\SC(=N)NC3=O)cc2OC)cc1 was read as RBX1-CUL1 inh 3.7.
Cc1cccc(CN2CCN(Cc3cnn(C)c3)CC2CCO)n1 (stereo unspecified) was read as RBX1-CUL1 inh 11.1.
Screening O=C(COc1ccccc1)Nc1ccc(S(=O)(=O)N2CCc3ccccc32)cc1 returned RBX1-CUL1 inh -6.8.
CCN1C(=O)C(c2ccc(O)c(C)c2)(c2ccc(O)c(C)c2)c2cc(Br)ccc21 was read as RBX1-CUL1 inh -2.0.
For CCOc1ccc(C2=NC(c3cccs3)=Nc3ccc(CC)cc3N2)cc1OCC the results were RBX1-CUL1 inh 4.8.
`Cc1ccc(Cl)cc1NC(=O)/C(C#N)=C/c1c(C)n(Cc2ccccc2)c2ccccc12` gave RBX1-CUL1 inh 1.6.
Screening COc1ccc(Cn2c(=O)[nH]c3cc(C(=O)NCCC(C)C)ccc3c2=O)cc1 returned RBX1-CUL1 inh -3.1.
CC(=O)N1CCN(S(=O)(=O)c2ccc(C(=O)O)cc2)CC1 was read as RBX1-CUL1 inh 8.5.
`COc1cccc(N2CC(C)Cn3c2nc2c3c(=O)[nH]c(=O)n2C)c1` (stereo unspecified) gave RBX1-CUL1 inh -8.7.
`COc1ccc(CN2CCNC(=O)C2CC(=O)NCCc2ccc(F)cc2)cc1OC` (stereo unspecified) gave RBX1-CUL1 inh 7.9.
For Cc1cc(/C=N\NC(=O)CN(CCc2ccccc2)S(=O)(=O)c2ccc(Cl)cc2)c(C)n1-c1ccc(Cl)c(Cl)c1 the results were RBX1-CUL1 inh -2.8.
For CCOCC(=O)Nc1cccc(Cl)c1C the results were RBX1-CUL1 inh 4.4.
CCN(C(=O)c1cc(S(=O)(=O)N2CCCCC2)c[nH]1)c1ccc(OC)cc1 was read as RBX1-CUL1 inh 12.0.
Screening CCN(CC)c1cc(C)nc2nc(-c3ccc(C)cc3)nn12 returned RBX1-CUL1 inh 5.2.
Screening CC(C)(C)C(=O)NCC(c1ccc2c(c1)OCO2)N1CCOCC1 (stereo unspecified) returned RBX1-CUL1 inh 0.6.
CCOc1ccc(Cn2c(-c3ccc(OCC)c(OC)c3)nc3ccccc32)cc1OC was read as RBX1-CUL1 inh -3.7.
`CCc1cccc(CC)c1NC(=O)C(Cc1ccccc1)NS(=O)(=O)c1cccc2nsnc12` (stereo unspecified) gave RBX1-CUL1 inh -8.0.
For O=C(Cc1csc2ccccc12)NCc1cccc(Br)c1 the results were RBX1-CUL1 inh 5.2.
For Cc1ccccc1OCC(=O)OCc1cc(=O)n2nc(C3CC3)sc2n1 the results were RBX1-CUL1 inh -16.8.
`Cc1ccc(-n2c(=O)c3cccnc3n2CC(=O)Nc2ccc(C)cc2Cl)cc1` gave RBX1-CUL1 inh -7.3.
COc1cc(C(=O)N(C)CCOc2ccc(C)cc2)ccc1OC1CCN(C(C)=O)CC1 was read as RBX1-CUL1 inh -3.5.

Two entries picked at random from the list so far, as already listed:
`COc1cccc(N2CC(C)Cn3c2nc2c3c(=O)[nH]c(=O)n2C)c1` (stereo unspecified) gave RBX1-CUL1 inh -8.7.
`Cc1ccc(-n2c(=O)c3cccnc3n2CC(=O)Nc2ccc(C)cc2Cl)cc1` gave RBX1-CUL1 inh -7.3.

The listing picks up; the 2 compounds before the break are reprinted first.
`Cc1ccc(-n2c(=O)c3cccnc3n2CC(=O)Nc2ccc(C)cc2Cl)cc1` gave RBX1-CUL1 inh -7.3.
COc1cc(C(=O)N(C)CCOc2ccc(C)cc2)ccc1OC1CCN(C(C)=O)CC1 was read as RBX1-CUL1 inh -3.5.
`CC(=O)c1c(C)oc2ccc(O)c(CN3CCOCC3)c12` gave RBX1-CUL1 inh 0.9.
For O=C1C=NN(c2ccccc2)C(=O)C1Sc1ccccc1 (stereo unspecified) the results were RBX1-CUL1 inh 5.4.
For CCOC(=O)C1CCN(C(=O)c2ccc(NC(=O)c3nsc4ccccc34)cc2)CC1 the results were RBX1-CUL1 inh -6.2.
For COc1ccc(Cl)cc1S(=O)(=O)Oc1cccc2cccnc12 the results were RBX1-CUL1 inh 6.6.
`Fc1ccc2[nH]c3c(c2c1)CCCC3NCCc1ccccc1` (stereo unspecified) gave RBX1-CUL1 inh 5.6.
Screening Cc1ccc(SC(=O)c2ccc(F)cc2)cc1 returned RBX1-CUL1 inh 0.7.
COC(=O)C12C=CC(O1)C1COC(=O)C12 (stereo unspecified) was read as RBX1-CUL1 inh 0.1.
For O=C(NCc1nc2ccccc2[nH]1)c1cccc(Cl)c1 the results were RBX1-CUL1 inh -6.8.
For Cc1ccc(S(=O)(=O)C(CNC(=O)C(=O)NCc2ccccc2C)c2cccs2)cc1 (stereo unspecified) the results were RBX1-CUL1 inh -3.5.
`CCN(CC)CCNC(=O)CN1Cc2c(cnn2-c2ccccc2)C1=O` gave RBX1-CUL1 inh -6.9.
For CCOc1ccc(C(=O)C2C(=O)C(=O)N(Cc3ccccc3)C2c2cccc(O)c2)cc1 (stereo unspecified) the results were RBX1-CUL1 inh -5.0.
Cc1ccc(NC(=O)CCCOc2ccccc2C)cc1 was read as RBX1-CUL1 inh 0.2.
Screening COc1ccc(N2CCN(C(=O)c3cnn(-c4ccc(F)cc4)c3-n3cccc3)CC2)cc1 returned RBX1-CUL1 inh -3.8.
CCOc1ccc(-c2nc(SCC(=O)NCCCOC)c(-c3ccccc3)[nH]2)cc1 was read as RBX1-CUL1 inh -1.1.
CCOC(=O)c1sc(NC(=O)/C=C/c2ccc(OCC)cc2)c(C(=O)OCC)c1C was read as RBX1-CUL1 inh -0.7.
COc1ccc(C)cc1NC(=O)C(=O)NCC(c1cccnc1)N1CCN(c2ccccc2F)CC1 (stereo unspecified) was read as RBX1-CUL1 inh 9.4.
For CCOc1ccc(C(=O)NC(=S)Nc2nc3ccc(C)cc3s2)cc1Br the results were RBX1-CUL1 inh -3.8.
CN(Cc1ccccc1C(F)(F)F)C(=O)c1ccc(-n2cc(NC(=O)c3cccnc3)cn2)cc1 was read as RBX1-CUL1 inh 12.5.
COc1cc(C2CC(=O)Nc3ccc4ccccc4c32)ccc1OC(=O)C(C)C (stereo unspecified) was read as RBX1-CUL1 inh 3.0.
COc1ccccc1CNC(=O)Cn1c(=O)nc(-c2ccccc2)c2ccccc21 was read as RBX1-CUL1 inh -7.6.
`C=CCn1c(CNc2ccc(Cl)cc2)nnc1SCC(=O)c1ccccc1` gave RBX1-CUL1 inh -2.7.
C/C(=N/OCCN)c1ccc(SC(C)C)cc1 was read as RBX1-CUL1 inh 5.8.
`Cc1ccccc1Nc1c(-c2cccnc2)nc2cccc(C)n12` gave RBX1-CUL1 inh 4.9.
Screening Cc1cccc(C)c1Nc1c(-c2ccc(Cl)s2)nc2ncccn12 returned RBX1-CUL1 inh -7.6.
For CCN1C(=O)C(CC(=O)Nc2cc(C)cc(C)c2)SC1=Nc1cc(Cl)ccc1OC (stereo unspecified) the results were RBX1-CUL1 inh 1.6.
Cc1cccc(-c2nc(NC(=O)NCCc3scnc3C)n[nH]2)c1 was read as RBX1-CUL1 inh 7.8.
Screening CC1=NC2=C(C(=O)CC(C)(C)C2)C(c2ccc(-c3ccc(Cl)cc3)o2)C1C(=O)OCc1ccccc1 (stereo unspecified) returned RBX1-CUL1 inh -2.1.
O=C(Oc1ccccc1C(=O)Nc1ccccc1)c1ccccc1Cl was read as RBX1-CUL1 inh 0.0.
`Cn1c(=O)c2c(SCC(=O)N3CCc4ccccc43)nc(-c3cccc(F)c3)nc2n(C)c1=O` gave RBX1-CUL1 inh -5.4.
`CCc1noc(C)c1C(=O)NC(C)c1ccc(C(C)(C)C)cc1` (stereo unspecified) gave RBX1-CUL1 inh 12.4.

Molecules listed so far with a cyano group, in the order listed:
`CCc1ccc(/C=C(\C#N)C(=O)NC2CC2)s1` gave RBX1-CUL1 inh 8.6.
Screening CC(C)C1Cc2c(sc(N)c2C#N)CO1 (stereo unspecified) returned RBX1-CUL1 inh 2.4.
`Cc1ccc(Cl)cc1NC(=O)/C(C#N)=C/c1c(C)n(Cc2ccccc2)c2ccccc12` gave RBX1-CUL1 inh 1.6.

The listing picks up, repeating the 4 entries before the break.
Screening CC1=NC2=C(C(=O)CC(C)(C)C2)C(c2ccc(-c3ccc(Cl)cc3)o2)C1C(=O)OCc1ccccc1 (stereo unspecified) returned RBX1-CUL1 inh -2.1.
O=C(Oc1ccccc1C(=O)Nc1ccccc1)c1ccccc1Cl was read as RBX1-CUL1 inh 0.0.
`Cn1c(=O)c2c(SCC(=O)N3CCc4ccccc43)nc(-c3cccc(F)c3)nc2n(C)c1=O` gave RBX1-CUL1 inh -5.4.
`CCc1noc(C)c1C(=O)NC(C)c1ccc(C(C)(C)C)cc1` (stereo unspecified) gave RBX1-CUL1 inh 12.4.
For Cn1c(=O)n(C)c2cc(/C=C3/SC(=O)N(CC(=O)Nc4ccc(F)cc4)C3=O)ccc21 the results were RBX1-CUL1 inh 0.2.
CSc1nnc(NC(=O)C(C)c2ccc(CC(C)C)cc2)s1 (stereo unspecified) was read as RBX1-CUL1 inh -1.6.
Cc1cc(=O)[nH]c(-c2ccccc2CN(C)CC2COc3ccccc3O2)n1 (stereo unspecified) was read as RBX1-CUL1 inh 6.5.
Screening O=C(O)CCc1nc2ccccc2[nH]c1=O returned RBX1-CUL1 inh 6.2.
For CN(C)CC/C=C1\c2cc(F)ccc2CSc2ccccc21 the results were RBX1-CUL1 inh 13.6.
Screening COc1ccc(CC2=NOC(CNC(=O)COc3ccc(C)cc3)C2)cc1 (stereo unspecified) returned RBX1-CUL1 inh -9.6.
Screening O=C(NCc1cccs1)c1cc2nc(-c3ccc4c(c3)OCO4)cc(C(F)(F)F)n2n1 returned RBX1-CUL1 inh -1.0.
C/C(=N\NC(=O)CCCc1ccccc1)c1ccc(Cl)cc1 was read as RBX1-CUL1 inh 10.0.
CNC(=O)c1ccccc1NC(=O)c1ccccc1Br was read as RBX1-CUL1 inh -5.9.
`COc1ccc(-c2[nH]ncc2CN(C)C(C)c2ccncn2)c(OC)c1` (stereo unspecified) gave RBX1-CUL1 inh 3.9.
Screening Cc1ccccc1C(=O)N1CCN(Cc2ccco2)CC1 returned RBX1-CUL1 inh 9.6.
CCc1nn(CC(=O)NCc2cccc(OC)c2OC)c(=O)c2cc3occc3n12 was read as RBX1-CUL1 inh -13.1.
`CC(=O)Nc1ccc(S(=O)(=O)Nc2ccc(C)c(Br)c2)cc1` gave RBX1-CUL1 inh 1.5.
CC(C)CCOc1ccc(C(N)=O)cc1Br was read as RBX1-CUL1 inh 8.6.
Screening CC(=O)Oc1ccccc1C(=O)Oc1ccccc1 returned RBX1-CUL1 inh -4.8.
Screening CCN(Cc1ccccc1)C(=O)CCS(=O)(=O)c1cc(Br)cc2c1N(C(=O)C1CC1)CC2 returned RBX1-CUL1 inh -10.1.
For Cc1ccc(CNS(=O)(=O)c2ccc(-c3cnc(C4CC4)o3)cc2)cc1 the results were RBX1-CUL1 inh -8.7.
Cc1sc(N/N=C/c2ccccc2[N+](=O)[O-])nc1-c1ccccc1 was read as RBX1-CUL1 inh -4.0.

High-throughput results deposited in PubChem by Icahn School of Medicine at Mount Sinai.
